High-throughput results from PubChem BioAssay.
OPRM1-OPRD1 ag – OPRM1-OPRD1 heterodimerization agonism | activation, % at 9.3 µM | cells, luminescence | AID 504326 | P35372+P41143 | 0.3% of 340,000 active; in the data active = activation above about 18%;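 note: 0% = vehicle-treated cells and 100% = reference agonist; values of inactives mirror those of a sister screen read the other way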
Pemphigus Ab inh – inhibitors of pemphigus antibody binding to human desmoglein-3; binding (percent of control), % at 10 µM; 0.48% of 310,000 active; DSG3-coupled beads, scFv-anti-DSG3-GFP binding, flow cytometry; stronger effect = lower value; P32926;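 active = binding more than 3 SD below its plate's average and above zero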;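 note: hits lower antibody fragment binding to DSG3; some compounds called inactive have numbers as strong as hits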
PfHsp90 set2 – growth inhibition of yeast expressing Plasmodium Hsp90; inhibition, % at 9.4 µM; S. cerevisiae expressing PfHsp90, BacTiter-Glo ATP, 48 h; yeast lacking PDR1 and PDR3 efflux regulators; 0.32% of 310,000 active;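 active = every replicate shows inhibition above about 80%, whatever the replicate mean, limit read from the data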;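 note: 0% = DMSO neutral controls and 100% = 20 µM radicicol positive controls; yeast relying on Plasmodium falciparum Hsp90 in place of its own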
HTR5A ag ctr – HTR5A agonism, opioid heterodimer counter-screen. P47898. HTR5A agonist assay, luminescence, cell-based. activation, % at 9.3 µM. 0.61% of 340,000 active. AID 504692; in the data active = activation mostly above about 9.5%, no sharp cut-off; inactive = mostly below about 7.6%;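 note: 0% = cells with vehicle only and 100% = reference agonist; strong numbers were not always called active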
Target sequence (P47898 whole entry, looked up): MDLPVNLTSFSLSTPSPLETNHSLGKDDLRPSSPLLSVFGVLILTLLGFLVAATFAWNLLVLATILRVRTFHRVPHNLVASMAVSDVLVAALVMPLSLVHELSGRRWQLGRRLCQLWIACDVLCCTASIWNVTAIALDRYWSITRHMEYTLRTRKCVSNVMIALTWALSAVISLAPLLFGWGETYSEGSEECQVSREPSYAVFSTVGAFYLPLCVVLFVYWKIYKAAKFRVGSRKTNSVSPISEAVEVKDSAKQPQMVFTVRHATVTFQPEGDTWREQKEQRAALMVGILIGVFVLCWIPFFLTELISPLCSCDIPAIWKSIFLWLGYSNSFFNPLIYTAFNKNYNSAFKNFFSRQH
E coli growth – reduces bacterial viability in AddAB counter-screen; inhibition, % at 11.9 µM; AID 449728; 0.27% of 330,000 active; E. coli V3065 growth, OD600 absorbance, 18 h;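 active = inhibition above the campaign's mean inhibition across all tested compounds plus 3 SD, cut at about 9.9% in these data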;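 note: uninfected addAB+ strain grown without phage in ampicillin broth; 0% = DMSO wells and 100% = ciprofloxacin 0.95 µg/ml wells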
AddAB inh – less growth of phage-infected E. coli with AddAB | E. coli expressing H. pylori AddAB, absorbance growth | inhibition, % at 11.9 µM | 0.29% of 330,000 active; in the data active = inhibition above about 12%;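 note: 0% = vehicle wells of infected cells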
PKA-R1A activ – PKA-R1A complex activation | activation, % at 11.4 µM | PKA-R1A dissociation, Cy5-IP20 fluorescence polarization; scaled: DMSO 0%, 113 µM cGMP 100% | 0.083% of 340,000 active | AID 504707 | P00514+P68181;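 active = percent activation above the mean of all tested compounds plus 3 SD, cut at about 19% in these data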;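 note: higher means more PKAc released from R1A so a rise in polarization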
MOR-DOR inv ag – mu-delta opioid heterodimer inverse agonism. cell-based MOR-DOR heterodimer luminescence. 0.21% of 340,000 active. inhibition, % at 9.3 µM. P35372+P41143; in the data active = inhibition above about 22%, passing the limit was not always enough;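 note: 0% = cells with DMSO and 100% = wells without cells with DMSO; values of inactives mirror those of a sister screen read the other way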
phage Ecoli inh – E. coli growth loss with phage present; growth absorbance; inhibition, % at 11.9 µM; 0.26% of 360,000 active; AID 651602; in the data active = inhibition above about 11%
Mot1-301 SUMO – SUMOylation pathway inhibition by Mot1-301 growth rescue; growth rescue, % at 18.8 µM; 1% of 320,000 active; S. cerevisiae Mot1-301 growth rescue, ATP luminescence, 38.5C; percent above DMSO median, 100 means doubled;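 active = every valid replicate shows activation above 250% relative to neutral control wells; inactive = the rest, any valid replicate at or below 250%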;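 note: OY570 slx delta 5 strain wells were the positive control but not used for scaling; some compounds called inactive have numbers as strong as hits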
HTR5A inv ctr – counter-screen for OPRM1-OPRD1 inverse agonists: human HTR5A inverse agonism; HTR5A cell line, luminescence; P47898; inhibition, % at 9.3 µM; AID 504634; 0.083% of 340,000 active; in the data active = inhibition mostly above about 23%, no sharp cut-off; inactive = mostly below about 18%;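 note: 0% = cells with DMSO and 100% = no-cell wells with DMSO; some compounds called inactive have numbers as strong as hits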
* marks the source's active call; other numbers are inactive results; x = no result given.

SMILES	OPRM1-OPRD1 ag	Pemphigus Ab inh	PfHsp90 set2	HTR5A ag ctr	E coli growth	AddAB inh	PKA-R1A activ	MOR-DOR inv ag	phage Ecoli inh	Mot1-301 SUMO	HTR5A inv ctr
CNC(=S)N/N=C(\C)c1ccc(-n2ccnc2)cc1	-1.4	104	x	0	1.5	3.7	3	7	3.4	-18	-11
[O-]/C(=C(\C(=S)Nc1cccc2ccccc12)[n+]1ccccc1)c1cccs1	1.3	98	9	1	2.6	-0.2	-10	-7	0.5	8	-1
C[N+](C)(C)CCOC(N)=O	-0.8	103	-4	3	-0.1	-0.9	5	4	3.2	219	-16
CCC(C(=O)Nc1ccc(C)cc1)c1ccccc1 (centres undefined)	-1.5	103	-18	3	1.4	0.4	-15	8	-1.5	x	-7
Cc1cccc(NC(=O)C2CC3CCC2C3)c1C (centres undefined)	-0.9	116	5	4	1.1	2.3	6	5	3.6	15	-11
CCOC(=O)NC(=O)/C(C#N)=N\Nc1cccc(OC)c1	-1.5	103	3	-4	-1.9	-1.2	4	9	4.6	211	10
CCN(Cc1cc2cc(OC)ccc2[nH]c1=O)C(=O)Cc1ccc(OC)cc1	0.1	102	17	2	-2.0	-2.4	-5	0	1.4	-1	6
CCOC(=O)c1nnn(-c2nonc2N)c1-c1ccc(C)cc1	0.4	105	4	-2	-1.2	-1.8	-3	-2	4.0	2	-10
CC(=O)c1cn(CC(=O)Nc2ccc(C)c(C)c2)c2ccccc12	3.3	89	-2	1	4.1	2.4	-1	-16	3.0	-2	-3
COc1cc(OC)c(OC)cc1CNC(=O)c1ccc(S(=O)(=O)N2CCCCC2)cc1	-2.6	97	3	3	-0.7	2.1	4	10	2.2	-9	9
CCOc1ccc(-c2nc(-c3cccs3)c(CC(=O)O)s2)cc1OC	-0.5	96	-29	1	1.0	1.5	-6	3	-2.2	-4	-2
CN(CC(=O)Nc1cccc(F)c1)C(=O)c1ccc(COc2ccccc2)cc1	0.1	110	x	2	-0.7	3.0	2	0	1.6	3	-5
O=C(CCN1C(=O)C2C3C=CC(C3)C2C1=O)N1CCN(c2ccccc2F)CC1 (centres undefined)	-2.2	98	x	-5	0.2	4.1	-13	11	1.2	4	10
N#CCc1ccc(NC(=O)CSc2nnc(C3CC3)n2C2CC2)cc1	-2.0	105	8	4	0.3	1.8	-14	8	2.2	7	-10
CN(C)Cc1c(O)ccc2c(=O)c(-c3ccccc3)c(C(F)(F)F)oc12	-1.7	102	-3	-1	0.9	4.5	-6	8	1.8	7	5
CCN1C(c2ccccc2)=C(c2ccccc2)S/C1=C/C=C1\SC(=S)N(C)C1=O	48*	x	8	11	x	x	8	-299	3.2	x	-31
Cc1sc(NC(=O)CSc2n[nH]c(N)n2)c(C#N)c1C	-1.4	119	-1	-3	x	x	-6	7	0.7	x	10
CC[C@@H]1C/C=C\Cc2ccccc2[C@H](C(=O)C[C@@H](O)CC(C)=O)OC1=O	-2.0	110	-8	-3	-1.7	-0.1	-4	11	2.0	497*	7
CCOc1ccc2nc(Cl)c(C3CC(c4ccco4)=NN3S(C)(=O)=O)cc2c1 (centres undefined)	-3.4	95	-15	2	-1.2	0.4	-10	17	-1.8	6	16
O=C(CSc1nnc(-c2ccccn2)n1-c1ccccc1)Nc1ccc2c(c1)OCO2	-3.5	95	-1	0	2.5	2.9	-8	17	3.7	354*	1
CCOc1cc(N2CCOCC2)c(OCC)cc1NC(=O)COC(=O)c1ccc([N+](=O)[O-])o1	0.2	92	8	-4	0.2	-0.4	-1	-1	3.5	x	14
Cc1ccc(CNC(=O)c2nnn(CC(=O)Nc3cc(C)cc(C)c3)c2N)cc1	-2.0	93	0	0	-2.4	0.7	-6	11	1.1	124	1
CCCOC(=O)c1ccc(NS(=O)(=O)c2cccs2)cc1	-0.2	x	-9	-4	0.4	1.3	3	1	0.8	4	-14
CN(C)c1ccc(C(=O)N2CCCC2)cc1	-1.6	102	-9	0	2.4	1.5	4	8	1.4	x	18
O=C(C1CCCO1)N1CCN(C(=S)Nc2ccc(F)cc2)CC1 (centres undefined)	-1.9	101	9	-1	0.1	1.2	-5	10	4.4	x	-3

Single entries from the list:
Under MOR-DOR inv ag, CCOc1ccc2nc(Cl)c(C3CC(c4ccco4)=NN3S(C)(=O)=O)cc2c1 (centres undefined) is entered as 17
Under Pemphigus Ab inh, O=C(C1CCCO1)N1CCN(C(=S)Nc2ccc(F)cc2)CC1 (centres undefined) is entered as 101

Continued.
SMILES	OPRM1-OPRD1 ag	Pemphigus Ab inh	PfHsp90 set2	HTR5A ag ctr	E coli growth	AddAB inh	PKA-R1A activ	MOR-DOR inv ag	phage Ecoli inh	Mot1-301 SUMO	HTR5A inv ctr
CC(C)c1ccc(/C=C2\SC(=S)N(CCC(=O)N3CCCCC3CCO)C2=O)cc1 (centres undefined)	-1.2	x	-17	-1	-1.4	1.4	-6	7	-2.0	-18	-28
COc1cc(-c2noc(CCC(=O)Nc3cccnc3)n2)cc(OC)c1OC	-2.6	x	-28	0	-2.5	-0.6	3	11	1.7	11	0
COC(CNC(=O)c1cc(S(=O)(=O)N2CCc3ccccc32)ccc1F)OC	-3.4	101	-1	0	2.0	0.3	-8	15	2.0	-16	-1
O=C1/C(=C\c2ccncc2)CCc2ccccc21	-0.2	113	22	-1	2.9	6.3	7	1	0.3	112	-18
CCOC(=O)C(C#N)C(Cc1ccccc1)c1ccco1 (centres undefined)	-0.9	96	-6	4	-0.5	2.0	-15	5	-2.6	-16	14
O=C(CSC1=NCCS1)Nc1cccc2ccccc12	-1.8	108	-2	-7	-0.1	0.2	-3	10	1.4	10	18
O=C(CC1SC(N2CCCCC2)=NC1=O)Nc1cccc(C(=O)O)c1 (centres undefined)	-1.8	100	2	0	-0.9	2.4	5	9	0.5	12	-12
CC(=O)c1ccc(OCC(=O)NC2CCCCCC2)cc1	2.1	101	-6	2	-0.3	1.1	2	-8	-0.6	-13	-5
COc1ccc(CSc2nnc(C)n2N)cc1[N+](=O)[O-]	-1.2	x	4	-1	-1.2	-0.3	-5	6	4.1	3	3
CCN(CC)S(=O)(=O)c1ccc(Cl)c(OC)c1	-1.8	118	x	-6	-1.0	-0.2	-7	9	2.2	-1	15
NC(=O)NOCc1ccc(Cl)cc1Cl	-1.6	103	-3	3	4.4	0.9	7	8	3.4	148	-11
CC(=O)OCC(=O)Nc1ccc([N+](=O)[O-])cc1Cl	-4.8	81	-1	7	-1.1	-1.0	2	24	1.7	23	19
O=C(Nc1ccccc1Cl)c1ccccc1Cc1ccccc1	0.5	114	-92	-3	-0.3	0.3	1	-3	0.3	-27	7
CS/C(=N\S(=O)(=O)c1ccc(Cl)cc1)c1ccccc1	-1.7	108	5	-2	-3.3	0.7	1	10	0.2	113	19
Cn1cnnc1SCC(=O)NC1CCCCCC1	-2.3	99	13	-4	1.9	0.2	-1	13	4.6	339	-4
COc1cccc(OC)c1OCC(O)CN1CCN(c2ccccc2F)CC1 (centres undefined)	-0.4	119	21	2	0.6	2.0	2	2	1.4	25	-8
O=C(CCc1ccccc1)NC1CCSC1=O (centres undefined)	-0.5	105	x	4	-2.0	2.5	-1	3	0.6	-8	-28
CC(C)CSc1nc2ccccc2c(=O)[nH]1	-2.3	105	-30	2	0.8	3.7	4	13	-0.2	-9	-3
Cc1ccc2c(c1)C1CN(C)CCC1N2C(=O)COc1ccc(N(C)C(=O)C(C)(C)C)cc1 (centres undefined)	x	119	x	x	0.9	3.2	-6	x	-4.8	x	x
COc1ccccc1N1CCN(C(=O)c2n[nH]c3ccccc23)CC1	-1.7	95	-14	-4	-1.5	-0.1	-1	9	0.8	24	-13
CCN(C(=O)COC(=O)c1ccccc1Nc1ccccc1)c1c(N)n(Cc2ccccc2)c(=O)[nH]c1=O	-2.2	108	-10	-2	x	x	3	9	-1.1	x	12
CCCCCC1NC(=O)NC1CCCCCC(=O)O (centres undefined)	-1.1	100	0	-3	0.3	4.0	8	6	1.2	20	9
c1coc(CN(Cc2ccco2)c2ncnc3c2oc2ccccc23)c1	3.6	97	-49	4	0.2	2.2	1	-19	x	-7	-10
COC(=O)c1cc(NS(=O)(=O)c2ccc3c(c2)c(=O)n(C)c(=O)n3C)cc(C(=O)OC)c1	-1.5	103	0	5	-1.5	2.7	-9	8	4.6	352	-8
Cc1cc(NC(=O)CSc2nnc(-c3ccco3)n2Cc2ccco2)no1	-1.4	106	-13	-2	-0.7	1.6	-1	8	2.3	15	4
SMILES	OPRM1-OPRD1 ag	Pemphigus Ab inh	PfHsp90 set2	HTR5A ag ctr	E coli growth	AddAB inh	PKA-R1A activ	MOR-DOR inv ag	phage Ecoli inh	Mot1-301 SUMO	HTR5A inv ctr
C=CC(C)N1C(=O)S/C(=C\c2ccc(N3CCOCC3)cc2C)C1=O (centres undefined)	0.2	x	-22	1	0.2	2.0	7	-1	1.8	10	-11
CC(C)(CO)NC(=O)C12CC3CC(CC(Br)(C3)C1)C2	-1.1	x	-4	-2	-1.0	3.5	-1	5	-0.4	-13	-16
CCOc1ccc(CCNC(=O)C(O)c2ccccc2)cc1 (centres undefined)	-3.8	107	24	4	1.2	2.9	-1	16	2.0	-19	-8
CCOCCCN(C(=O)Cn1nnc(-c2ccc(OC)c(OC)c2)n1)C(CC)C(=O)NC1CCCC1 (centres undefined)	-2.6	107	0	0	0.0	6.2	-10	12	2.7	1	11
Cc1ccc(OC(C)C(=O)OCC(=O)Nc2sccc2C(N)=O)cc1 (centres undefined)	0.0	113	-8	-5	-0.4	1.2	-10	0	2.7	-1	13
CN(C(=O)COC(=O)c1ccc([N+](=O)[O-])cc1Cl)C1CCCCC1	5.6	97	9	2	1.9	4.2	4	-29	1.2	3	-7
CCOc1ccccc1N(CC(=O)Nc1ccccc1C(=O)NCc1ccco1)S(C)(=O)=O	-3.3	96	-4	6	1.9	0.8	-3	19	1.0	50	-3
Cn1cc(CN2CCCC(C(=O)c3cc(F)ccc3F)C2)c2ccccc21 (centres undefined)	1.0	109	17	1	2.4	1.9	-3	-5	5.5	12	-4
CCCN(C(=O)c1cccc(S(=O)(=O)N2CCN(C)CC2)c1)c1c(N)n(Cc2ccccc2)c(=O)[nH]c1=O	-1.7	107	0	6	2.0	0.3	9	9	0.8	107	-15
Cc1c(CCOC(=O)c2cc([N+](=O)[O-])ccc2Cl)sc[n+]1CCCCS(=O)(=O)[O-]	0.2	107	7	-1	-0.3	-2.4	-18	-1	3.7	196	-64
CCc1ccccc1SCc1noc(C(=O)NCC2CCCO2)c1C(=O)O (centres undefined)	3.4	99	-11	-2	0.1	-0.2	-7	-19	-2.2	19	0
O=C(Nc1nn[nH]n1)C12CC3CC(CC(C3)C1)C2	-1.4	102	24	1	-3.0	0.8	9	8	0.4	-7	8
Cn1c(=O)oc2cc(S(=O)(=O)NCCCN3CCCC3=O)ccc21	-1.6	104	-5	-3	-1.5	-3.1	-5	9	0.9	-13	-2
